Source: PubChem BioAssay (several laboratories)
TNAP activators: stimulation of alkaline phosphatase TNAP activity – biochemical, luminescent, no phosphate acceptor, uHTS, primary screen (AID 1001). activation fold at 20 µM; hits with a dose series show EC50 in µM. 200,000 compounds, 0.03% hits. purified TNAP, luminescent activation assay, no phosphate acceptor; higher activation fold means a stronger effect; in the data active = activation fold from about 3, or a potency from the dose series; inactive = the rest, 99 in 100 with activation fold below about 1.6; also: many of its hits are not listed in these tables
Salmonella PhoP GFP: PhoP-dependent GFP reporter repression – Salmonella Typhimurium, primary screen (AID 1863). S. Typhimurium PhoP-regulated promoter GFP reporter, 4 h; higher % means a stronger effect. inhibition, % at 50 µM; hits with a dose series show IC50 in µM. 300,000 compounds, 0.16% hits;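 active = inhibition over 29.93%, a cutoff 3 SD above the screen mean, later confirmed by dose response; inconclusive = inhibition over 29.93% but no dose response follow-up; inactive = inhibition at most 29.93% or unconfirmed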;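 also: 0% = low Mg2+ inducing control and 100% = high Mg2+ repressing control; strong numbers were not always called active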
RSV CPE inhibition: inhibition of RSV-induced cytopathic effect – HEp-2 cells, primary 10 µM value included (AID 2391); HEp-2 cells, RSV-induced CPE inhibition; higher % means a stronger effect; CPE inhibition, % at 10 µM; hits with a dose series show IC50 in µM; 310,000 compounds, 0.13% hits; in the data active = a potency from the dose series; inconclusive = CPE inhibition mostly from about 23% at the one dose, without a potency; inactive = the rest, 99 in 100 with CPE inhibition below about 21%; also: strong numbers were not always called active
West Nile antiviral: West Nile virus antiviral activity, cell-based, CPE readout (AID 1621); West Nile virus-infected cells, CPE inhibition; higher % means a stronger effect; one-dose CPE inhibition, % at 10 µM; IC50 in µM for titrated hits; 290,000 compounds, 0.02% hits; in the data active = a potency from the dose series; inconclusive = CPE inhibition mostly from about 3.7% at the one dose, without a potency; inactive = the rest, 99 in 100 with CPE inhibition below about 2.2%; also: strong numbers were not always called active
Insulin prom up: MIN6 insulin promoter up-regulation; 190,000 compounds, 0.3% hits; z-score at 5 µM; MIN6 insulin promoter-GFP reporter, high-content imaging; stronger effect = higher value;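 active = z-score above 3 at 5 µM with at least 500 cells counted in the well; inconclusive = wells under 500 cells, flagged as cytotoxic or low count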
SV40 large T antigen: SV40 large T antigen inhibitors, biochemical (AID 1903); one-dose inhibition, % at 20 µM; IC50 in µM for titrated hits; SV40 large T antigen ATPase/helicase inhibition assay; higher % means a stronger effect; 310,000 compounds, 0.39% hits; in the data active = a potency from the dose series; inconclusive = inhibition mostly from about 32% at the one dose, without a potency; inactive = the rest, 99 in 100 with inhibition below about 32%; also: strong numbers were not always called active
ER stress rescue: rescue of cells from ER stress-induced death, primary screen, 384-well, CSM14.1, thapsigargin, ATP luminescence (AID 1222) | CSM14.1 thapsigargin-induced death rescue, ATP luminescence; higher % means a stronger effect | cellular ATP content (survival), % at 20 µM, or EC50 in µM where a hit was titrated | 190,000 tested, under 10 active;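 active = EC50 below 50 µM in the dose-response confirmation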;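 also: death triggered by thapsigargin at about 15 µM added after 2 h compound pretreatment; cell ATP read after overnight thapsigargin exposure of roughly 18 to 22 hours; normalized against plate controls of thapsigargin alone and 5% DMSO vehicle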
human PMI inhibitors: human PMI inhibitors, high substrate, primary screen, biochemical, fluorescence intensity, high mannose 6-phosphate (AID 1220); recombinant PMI enzyme, coupled fluorescence intensity; higher % means a stronger effect; 190,000 compounds, 0.66% hits; one-dose inhibition, % at 20 µM; IC50 in µM for titrated hits
PMI inhibitors: MPI enzyme activity inhibition – biochemical, fluorescence intensity, coupled assay, primary screen (AID 1209); purified PMI enzyme, coupled fluorescence intensity; higher % means a stronger effect; inhibition, % at 20 µM, or IC50 in µM where a hit was titrated; 190,000 compounds, 0.42% hits;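 also: plate controls were DMSO vehicle for no effect and wells lacking substrate for full effect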
Insulin prom up cell count: second read-out of Insulin prom up, no call of its own (marks repeat the call); cell count; measured here: cytotoxicity, nuclei count;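 total cells summed across four imaged fields per well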
* hit, by the source's call; ? = inconclusive; · = no result given. Rule as the data show it, unless noted: active = inhibition above about 50%; inactive = the rest. This is a random part of the collection; 1.5% or so of the library scored in one or more.

Results follow in this order: TNAP activators, Salmonella PhoP GFP, RSV CPE inhibition, West Nile antiviral, Insulin prom up, Insulin prom up cell count, SV40 large T antigen, ER stress rescue, human PMI inhibitors, PMI inhibitors
Cc1ccc2c(c1)C(c1ccccc1)C(=O)O2 (centres undefined)
 : ·, -2%, 5.2%, 0.0%, 0.45, 1053, 14%, ·, ·, ·
CCC(CC)C1C(C#N)=C(N)Oc2n[nH]c(-c3ccccc3)c21 (centres undefined)
 : 1, 3%, 0.5%, 1.2%, 0.77, 806, 19%, -0.4%, 18%, 18%
CCOc1ccc(-c2nc(-c3ccncc3)no2)cc1OCC
 : 1.1, 2%, 1.8%, 0.3%, -0.37, 1237, 2%, -1.6%, 6%, 9%
Cc1cc(S(=O)(=O)Nc2ccc3cn[nH]c3c2)c(C)cc1Cl
 : ·, 9%, 9.6%, -0.9%, ·, ·, -3%, ·, ·, ·
CC1(CCC(=O)N2CCCC(N3CCN(c4ccc(F)cc4)CC3)C2)CC1 (centres undefined)
 : ·, 2%, 0.2%, -0.8%, ·, ·, 18%, ·, ·, ·
CC(C)CCNC1c2ccccc2C(=O)N1Cc1ccccc1 (centres undefined)
 : ·, -4%, 9.0%, -1.8%, ·, ·, 7%, ·, ·, ·
O=C(NCc1ccccn1)C(F)(F)C(F)(F)C(=O)NCc1ccccn1
 : 1.1, 7%, 0.3%, 0.2%, 0.05, 1329, 10%, -1.1%, -3%, -2%
COc1ccccc1N1CCN(S(=O)(=O)c2cn(C)cn2)CC1
 : ·, 3%, 0.3%, 0.0%, ·, ·, 1%, ·, ·, ·
CCc1ccc(N2CC(C(=O)Nc3ccc(S(=O)(=O)Nc4ncccn4)cc3)CC2=O)cc1 (centres undefined)
 : ·, -3%, 1.3%, -0.3%, ·, ·, 17%, ·, ·, ·
COc1cccc(C2=NOC(C(=O)N3CCN(c4ccccc4)CC3)C2)c1OC (centres undefined)
 : 1, 6%, 4.5%, -0.5%, -0.43, 1044, 8%, -0.7%, -8%, -11%
Cc1cc(Cl)ccc1N1C(=O)CC(NNC(=O)c2cccnc2)C1=O (centres undefined)
 : 1.1, 5%, 1.5%, -0.1%, -0.06, 1325, 2%, 3.0%, 0%, -9%
CN1CCc2nc(SC(C(=O)O)c3ccccc3)c(C#N)c(-c3cccs3)c2C1 (centres undefined)
 : ·, -12%, 0.9%, 0.9%, -0.1, 1391, 22%, ·, ·, ·
COc1ccc(CCNC(=O)c2ccccc2NC(=O)C2=C(C)OCCS2)c(OC)c1
 : ·, 2%, 3.2%, -0.2%, ·, ·, 6%, ·, ·, ·
CCOC(=O)c1ccc(N(CC(=O)NC2CCCC2)C(=O)CNC(=O)c2ccco2)cc1
 : 1.1, 2%, 1.7%, -0.1%, 0.28, 1201, 3%, ·, 4%, 2%
COC(=O)c1cccc(NC(=O)CSc2nc3cccnc3n2C)c1
 : 1.1, -10%, 2.9%, 0.0%, -2.9, 983, 14%, 0.0%, 2%, 1%
CC(C)CC1(C(=O)O)NC(c2ccccc2O)C2C(=O)N(C(C)C)C(=O)C21 (centres undefined)
 : 1.1, -6%, 1.4%, -0.2%, 0.4, 923, -3%, 0.0%, 1%, 1%
COc1ccc(CCNC(=O)c2cnn3cccnc23)cc1OC
 : 1, 1%, 0.3%, 1.1%, ?, ·, 1%, -2.7%, 14%, 16%
O=C(CN1CCCc2ccccc21)N/N=C/c1c(O)ccc2ccccc12
 : 1.2, 42%, 9.7%, -0.7%, 0, 1548, -2%, -2.6%, 14%, 14%
O=C(c1cc2nc(-c3ccc(F)cc3)cc(C(F)(F)F)n2n1)N1CCOCC1
 : 1.1, -8%, 0.6%, 0.0%, 0.66, 1401, 0%, -0.4%, 6%, 6%
CC1=C(C#N)c2nc(N)c(C#N)c(C)c2/C1=C\c1ccc(C)cc1
 : 0.9, -2%, -2.4%, -0.5%, 0.74, 1051, 12%, 1.2%, -36%, -33%

Complete entries from above. Values in the order: TNAP activators, Salmonella PhoP GFP, RSV CPE inhibition, West Nile antiviral, Insulin prom up, Insulin prom up cell count, SV40 large T antigen, ER stress rescue, human PMI inhibitors, PMI inhibitors
CC(C)CC1(C(=O)O)NC(c2ccccc2O)C2C(=O)N(C(C)C)C(=O)C21 (centres undefined) is listed as 1.1, -6%, 1.4%, -0.2%, 0.4, 923, -3%, 0.0%, 1%, 1%
COc1ccccc1N1CCN(S(=O)(=O)c2cn(C)cn2)CC1 is listed as ·, 3%, 0.3%, 0.0%, ·, ·, 1%, ·, ·, ·
COc1cccc(C2=NOC(C(=O)N3CCN(c4ccccc4)CC3)C2)c1OC (centres undefined) is listed as 1, 6%, 4.5%, -0.5%, -0.43, 1044, 8%, -0.7%, -8%, -11%

(next part)
Results follow in this order: TNAP activators, Salmonella PhoP GFP, RSV CPE inhibition, West Nile antiviral, Insulin prom up, Insulin prom up cell count, SV40 large T antigen, ER stress rescue, human PMI inhibitors, PMI inhibitors
O=C(CS(=O)(=O)c1c[nH]c2ccccc12)Nc1ccc2c(c1)OCCO2
 : 1.1, -1%, -0.7%, 0.1%, -0.3, 1785, 8%, -0.4%, 15%, 14%
CC(C)C(=O)Nc1nnc(CSCc2ccccc2F)s1
 : 1.1, -6%, 0.2%, 0.2%, 0.3, 949, 4%, -0.5%, -3%, -4%
CCCC(=O)Nc1ccc(C(=O)NCCCn2ccnc2)cc1
 : 1.1, -7%, 0.1%, 0.2%, ·, ·, 3%, 1.5%, 2%, 3%
CCOc1cc(NC(=S)NCc2ccco2)c(OCC)cc1NC(=O)CC
 : 0.9, 2%, 1.2%, -0.6%, -0.65, 1495, 10%, 1.1%, 17%, 7%
Cc1cc(C)c2[nH]c(=O)c(=O)[nH]c2c1
 : 1, -24%, 9.6%, 0.0%, 0.12, 1069, 11%, 1.0%, -12%, -16%
Cc1cc(C)c(/C=N/NC(N)=O)c(C)c1/C=N/NC(N)=O
 : 1.2, -12%, -2.0%, -0.1%, 0.26, 1907, 20%, -0.2%, 12%, 7%
CC1=CCCC(C)(C)C1/C=C/C(C)=N/NC(=O)c1ccncc1 (centres undefined)
 : 1.6, -7%, 1.9%, 0.5%, -0.76, 1203, 4%, 6.3%, -9%, -9%
O=C(/C=C/c1ccccc1Cl)N1CCOCC1
 : ·, -10%, 0.8%, -0.1%, ·, ·, 11%, ·, ·, ·
Cn1c(SCC(=O)N2CCCC2)nc2ccccc2c1=O
 : 1.1, 1%, 1.2%, -0.1%, 0.09, 922, 5%, -3.3%, 15%, 10%
Cc1ccc(Cn2ccc(NC(=O)c3cc(CC(C)C)on3)n2)cc1
 : 1.1, 10%, 0.6%, 0.0%, 1.1, 2010, 4%, -2.3%, 27%, 24%
Cc1nonc1C(=O)N/N=C/c1cccc(O)c1
 : 1.1, 27%, 2.4%, 0.1%, ·, ·, 8%, -2.6%, 4%, 17%
CC(=O)Nc1ccc(S(=O)(=O)Nc2nc3c(s2)CCCC3)cc1
 : 1.1, 1%, 0.6%, 0.4%, 0.11, 1166, 16%, ·, -21%, -16%
CC(=O)Nc1ccc(S(=O)(=O)N(Cc2ccco2)CC2CCCO2)cc1 (centres undefined)
 : 1.1, 12%, 0.5%, ·, -2, 1156, -21%, -2.9%, -1%, 2%
CCc1ccc(CNC(=O)CCn2nc(C)c3c(C)n(-c4ccccc4)nc3c2=O)cc1
 : ·, 0%, 1.9%, 0.1%, ·, ·, 23%, ·, ·, ·
CCC1=C2CC[C@H]3C(=O)N(c4ccccc4)C(=O)[C@H]3[C@H]2[C@@]2(C)C(=NCC3CC3)OC(=O)N2C1=O
 : ·, -5%, 0.4%, -0.2%, -0.12, 966, -5%, ·, ·, ·
COc1cccc(CNCc2ccc(OC)c3ccccc23)c1OC
 : ·, 6%, 4.9%, -2.2%, ·, ·, -4%, ·, ·, ·
Cc1ccc(C(C)C)c(OCC(=O)N/N=C/C2CCCCC2)c1
 : 0.9, -7%, -0.7%, 0.4%, 0.37, 1673, 28%, 0.5%, 7%, 8%
CCOC(=O)c1cnc2cc(Cl)c(OC)cc2c1NCC1CCCO1 (centres undefined)
 : 1, 6%, 0.4%, 0.0%, -3.2, 966, 1%, -2.1%, -1%, -1%
CCC[n+]1c(C)sc2c3c(ccc21)CCCC3
 : 0.7, 9%, 8.3%, -0.4%, -0.05, 1411, 14%, -1.5%, -29%, 23%
O=C(Nc1ccc(Cl)cc1)C(Cl)C(=O)c1ccccc1 (centres undefined)
 : ·, 0%, 2.2%, -1.0%, ·, ·, 27%, ·, ·, ·

More structures.
Results follow in this order: TNAP activators, Salmonella PhoP GFP, RSV CPE inhibition, West Nile antiviral, Insulin prom up, Insulin prom up cell count, SV40 large T antigen, ER stress rescue, human PMI inhibitors, PMI inhibitors
COc1ccc(C2C(C#N)=C(N)N(c3sc4c(c3C#N)CCCC4)C3=C2C(=O)CC(C)(C)C3)cc1 (centres undefined)
 : 1, -18%, 15%, 0.7%, 0.11, 850, 13%, 7.5%, 2%, 10%
NS(=O)(=O)c1cccc(NC(=O)CN2CCc3ccccc32)c1
 : 0.6, 7%, 0.5%, 1.1%, 0.59, 1289, -13%, 1.9%, -58%, -40%
CCCC(=O)Nc1nnc(SCC(=O)N2CCCCC2)s1
 : ·, -4%, 1.2%, -0.1%, ·, ·, 10%, ·, ·, ·
CC(C)(C)OC(=O)NCCCC1=CC2=CC(=O)C(C)(OC(=O)c3ccc(Cl)nc3)C(=O)C2=CO1 (centres undefined)
 : ·, 2%, -0.1%, -0.4%, ·, ·, 23%, ·, ·, ·
CN(C)/C=C/C(=O)c1ccccc1OCc1cnc(Cl)s1
 : 1, -10%, 0.5%, -0.5%, -0.04, 1409, 5%, 0.4%, 7%, 8%
COC(=O)/C=C/C(=O)Nc1ccc(O)c(Cl)c1
 : 1, 8%, 1.5%, -0.9%, 0.07, 1218, 12µM*, 0.0%, 3%, -16%
O=C(O)c1ccc(CNCc2ccc(Cl)cc2Cl)cc1
 : 1.2, -8%, 3.9%, 0.3%, -0.94, 1131, 19%, -0.9%, -15%, -7%
Cn1c(SCC(=O)N2CCCc3ccccc32)nc2cccnc21
 : 1.1, -4%, 0.4%, -0.6%, 0.19, 1243, 9%, -2.1%, -11%, -9%
CCN1CCN(Cc2ccc(NC(=O)c3cc(NC(=O)c4cc(-c5ccc(OC)cc5)n[nH]4)cc(OC)c3)cc2C(F)(F)F)CC1
 : ·, -2%, -4.4%, -1.8%, 0.95, 883, 5%, ·, ·, ·
CCc1cccc2c(C(=S)N3CCOCC3)c[nH]c12
 : 1, 7%, 6.7%, -0.5%, 0.39, 1405, -1%, -1.3%, -8%, 2%

2 of these compounds in another layout:
compound	TNAP activators	Salmonella PhoP GFP	RSV CPE inhibition	West Nile antiviral	Insulin prom up	Insulin prom up cell count	SV40 large T antigen	ER stress rescue	human PMI inhibitors	PMI inhibitors
CCCC(=O)Nc1nnc(SCC(=O)N2CCCCC2)s1	·	-4%	1.2%	-0.1%	·	·	10%	·	·	·
CC(C)(C)OC(=O)NCCCC1=CC2=CC(=O)C(C)(OC(=O)c3ccc(Cl)nc3)C(=O)C2=CO1 (centres undefined)	·	2%	-0.1%	-0.4%	·	·	23%	·	·	·
